# dFosB activator = mouse delta FosB homodimer activation; P13346; purified delta FosB, TAMRA-CDK5 oligo fluorescence polarization; percent of positive-control signal above neutral wells; activation, % at 25 µM; 340,000 tested, 0.99% active;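 active = mean activation above about 17%, with every replicate also reaching it, limit read from the data, passing the limit was not always enough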;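 note: fluorescence polarization rise as delta FosB binds a TAMRA Cdk5 AP-1 oligo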
# NSD2 inh = NSD2 (human) methyltransferase inhibition. 310,000 tested, 0.54% active. NSD2 peptide methylation, AlphaScreen, 120 min. inhibition, % at 12.5 µM. O96028. AID 743445; in the data active = inhibition above about 50%
# SUMO Mot1 rescue = inhibitors of SUMOylation pathway: yeast Mot1-301 growth rescue | 320,000 tested, 1% active | AID 2716 | S. cerevisiae Mot1-301 growth rescue, ATP luminescence, 38.5C; percent above DMSO median, 100 means doubled | growth rescue, % at 18.8 µM;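 active = every valid replicate shows activation above 250% relative to neutral control wells; inactive = the rest, any valid replicate at or below 250%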;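 note: OY570 slx delta 5 strain wells were the positive control but not used for scaling; some compounds called inactive have numbers as strong as hits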
# C-LANA FP = inhibitors of KSHV LANA C-terminal domain DNA binding; MBP-C-LANA/FAM-LBS DNA binding, fluorescence polarization; inhibition, % at 9 µM; 340,000 tested, 0.078% active;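 active = highest replicate inhibition at or above 60% at 9 µM, even if other replicates fall short; inactive = all replicates below 60% inhibition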;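 note: 0% = neutral control wells and 100% = 4 µM acridine orange control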
# RTF Ca sens inh = cardiac RTF calcium desensitization; IANBD-labeled cardiac RTF, Ca2+ fluorescence; inhibition, % at 7.15 µM; 340,000 tested, 0.12% active;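 active = inhibition above the mean inhibition of all tested compounds plus 3 SD, cut at about 17% in these data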;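 note: assay run at fixed EC70 calcium of 1.6 mM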
# cardiac RTF act = increases calcium sensitivity of human cardiac regulated thin filaments | activation, % at 7.2 µM | P19429+P45379 | AID 493008 | 340,000 tested, 0.24% active | IANBD-labeled TnC RTF fluorescence at EC20 calcium; 0% EC20 calcium, 100% full calcium;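 active = activation above the mean over all tested compounds plus 3 SD, cut at about 30% in these data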;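 note: rise in fluorescence read as greater calcium sensitivity of cardiac thin filaments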
# Keap1 Nrf2 FP = disrupts human Keap1 binding to Nrf2 peptide | Q14145 | Keap1 Kelch-Nrf2 peptide fluorescence polarization, 1536-well | inhibition, % at 9.4 µM | 340,000 tested, 0.15% active | AID 504523; in the data active = inhibition above about 12%;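 note: human Keap1 Kelch domain with fluorescein labeled Nrf2 9mer peptide probe; 0% = neutral control wells and 100% = peptide positive control; higher means more block of Keap1 binding to Nrf2 peptide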
# Target sequence (Q14145 whole entry, looked up, the tested form may be a part): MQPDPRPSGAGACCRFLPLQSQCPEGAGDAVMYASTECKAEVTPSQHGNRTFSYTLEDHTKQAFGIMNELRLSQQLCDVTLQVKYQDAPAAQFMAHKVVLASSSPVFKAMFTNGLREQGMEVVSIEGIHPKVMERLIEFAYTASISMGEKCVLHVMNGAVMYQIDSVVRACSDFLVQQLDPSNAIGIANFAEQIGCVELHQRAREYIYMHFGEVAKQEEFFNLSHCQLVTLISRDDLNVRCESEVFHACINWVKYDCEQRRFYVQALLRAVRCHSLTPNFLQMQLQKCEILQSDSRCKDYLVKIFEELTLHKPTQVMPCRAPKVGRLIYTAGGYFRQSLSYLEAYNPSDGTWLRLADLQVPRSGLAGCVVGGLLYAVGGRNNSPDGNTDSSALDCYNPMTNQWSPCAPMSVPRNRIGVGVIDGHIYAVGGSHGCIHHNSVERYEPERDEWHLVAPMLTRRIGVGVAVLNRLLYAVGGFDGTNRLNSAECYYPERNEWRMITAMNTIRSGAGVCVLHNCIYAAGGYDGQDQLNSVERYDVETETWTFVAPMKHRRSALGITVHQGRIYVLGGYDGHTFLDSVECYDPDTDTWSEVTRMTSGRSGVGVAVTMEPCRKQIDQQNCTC
# PvdQ inh = P. aeruginosa PvdQ acylase inhibition | purified PvdQ acylase, fluorescence plate reader | inhibition, % at 10 µM | 340,000 tested, 0.063% active | AID 488965; in the data active = inhibition above about 30%, passing the limit was not always enough;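 note: 0% = vehicle neutral wells and 100% = reference inhibitor wells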
# Rtt109 HAT inh = blocks Candida albicans Rtt109/Vps75 acetyltransferase activity. inhibition, % at 34.9 µM. 330,000 tested, 0.16% active. purified Rtt109/Vps75, ThioGlo CoA-SH fluorescence, 4 h. Q5AAJ8. AID 540336;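 active = inhibition of at least 50% in every replicate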
# Target sequence (Q5AAJ8 whole entry, looked up): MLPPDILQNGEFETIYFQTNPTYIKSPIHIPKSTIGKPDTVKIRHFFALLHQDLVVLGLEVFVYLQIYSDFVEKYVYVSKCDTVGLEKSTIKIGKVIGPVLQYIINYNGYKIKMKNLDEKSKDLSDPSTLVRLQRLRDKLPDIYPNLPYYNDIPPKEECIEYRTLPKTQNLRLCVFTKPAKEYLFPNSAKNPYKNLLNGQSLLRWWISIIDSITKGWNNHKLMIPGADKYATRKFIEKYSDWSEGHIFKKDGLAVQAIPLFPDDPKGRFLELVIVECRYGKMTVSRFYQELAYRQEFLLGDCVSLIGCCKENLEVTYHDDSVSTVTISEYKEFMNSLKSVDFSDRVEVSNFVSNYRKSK
# PfHsp90 set2 = growth inhibition of yeast expressing Plasmodium Hsp90; 310,000 tested, 0.32% active; inhibition, % at 9.4 µM; S. cerevisiae expressing PfHsp90, BacTiter-Glo ATP, 48 h; yeast lacking PDR1 and PDR3 efflux regulators; AID 504621;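 active = every replicate shows inhibition above about 80%, whatever the replicate mean, limit read from the data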;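 note: 0% = DMSO neutral controls and 100% = 20 µM radicicol positive controls; yeast relying on Plasmodium falciparum Hsp90 in place of its own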
# CDK5 p35 inh = CDK5/p35 (human) kinase inhibition | Q00535+Q15078 | Recombinant CDK5/p35, ADP-Glo luminescence, 60 min | 330,000 tested, 0.01% active | AID 488839 | inhibition, % at 10 µM;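 active = highest replicate inhibition of at least 50% and at least 75% of replicates reaching 50%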;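 note: plate controls were DMSO neutral control for no effect and GW8510 at 10 µM for full effect; many of its hits are not listed in these tables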
# * marks the source's active call; other numbers are inactive results; / = no result given.
SMILES,dFosB activator,NSD2 inh,SUMO Mot1 rescue,C-LANA FP,RTF Ca sens inh,cardiac RTF act,Keap1 Nrf2 FP,PvdQ inh,Rtt109 HAT inh,PfHsp90 set2,CDK5 p35 inh
CCOc1ccc(NC(=O)CN(C)C(=O)c2sc3ccccc3c2Cl)cc1OCC,-14,-2,0,0.5,3,-3,-6,-7,-3,15,-0.9
COc1ccc(O)c(CN2CCC(n3nccc3NC(=O)CCOc3ccccc3)CC2)c1,-9,-2,-1,-2.1,0,0,-1,-7,-7,-3,-1.1
O=C(NCc1cccc(C(F)(F)F)c1)c1cccc(S(=O)(=O)N2CCN(Cc3ccccc3)CC2)c1,-12,8,18,-0.4,0,-4,-6,1,7,13,-0.6
COCC(COS(N)(=O)=O)Cc1ccccc1 (centres undefined),-8,/,4,-3.0,7,8,4,-13,-1,-3,-2.5
CCOC(=O)CSCc1csc(CC(=O)Nc2ccccc2C)n1,-8,0,198,0.0,-13,-1,0,-4,13,-7,0.1
CCOC(=O)c1cc(-c2ccccc2)sc1NC(=O)COC(=O)c1cccc(S(N)(=O)=O)c1,24*,0,9,-0.6,-1,-1,3,-11,-14,-14,1.5
Cc1noc(C)c1C(=O)N1CCOCC1,-12,0,9,-0.7,-4,0,-3,-16,-4,-7,0.9
COC(=O)c1ccccc1NC(=O)CN(C)S(=O)(=O)c1cc(C)ccc1OC,0,-1,5,0.9,-7,-3,0,-4,8,-1,-1.8
COc1ccccc1C(=O)N1CCNC(=O)C1CC(=O)Nc1ccc(Cl)cc1 (centres undefined),0,-1,38,5.2,1,1,3,-8,0,8,-0.2
O=C(COC(=O)c1ccc(-n2cnnn2)cc1)c1ccc(Br)cc1,2,-3,/,0.5,0,-3,-1,1,-13,-10,0.2
O=C(Nc1ccc(O)cc1C(=O)O)c1ccc2c(c1)C(=O)N(Cc1ccco1)C2=O,-13,1,10,1.5,-5,-4,0,-3,9,-5,-0.3
COc1ccccc1C1NC(=O)CCC1[N+](=O)[O-] (centres undefined),-9,9,27,-1.1,-5,-4,-2,-4,4,7,0.9
CC1CCCC/C1=N\NC(=S)Nc1ccccc1 (centres undefined),-2,1,-13,-0.1,10,-2,7,6,10,-2,2.2
Cc1ccc(OCC(O)Cn2c3ccccc3c3ccccc32)cc1 (centres undefined),-3,-2,8,-0.5,-4,-6,-4,-11,0,-36,-0.1
COc1ccc(C2OC[C@H]3O[C@H](O)[C@H](NC(C)=O)[C@@H](O)[C@@H]3O2)cc1 (some centres undefined),-1,-5,4,-1.7,10,-1,-5,-6,-2,5,0.3
CNc1ccncc1S(=O)(=O)NC,-4,-1,108,-0.3,5,9,-1,-9,0,-1,1.4
O=C(Nc1cccc2ncccc12)c1ccc2c(c1)OCCO2,-8,-1,-38,-0.7,-47,-1,-5,-19,6,-6,-1.0
COc1ccc(S(=O)(=O)NCCOc2ccccc2)cc1F,7,-3,-4,-1.6,7,-1,-1,10,-3,2,-0.2
Cc1ccc(CN2CCC(n3nccc3NC(=O)CCOc3ccccc3)CC2)o1,-6,0,-10,0.4,-1,-1,4,-18,-10,22,-0.3
Cc1ccc(S(=O)(=O)NCC(=O)NCC(=O)OCC(=O)N2CC(=O)Nc3ccccc32)cc1C,-10,3,16,0.0,-4,9,-4,-10,-15,34,-0.6

# Only NSD2 inh, for some of the entries so far:
SMILES	NSD2 inh
Cc1ccc(CN2CCC(n3nccc3NC(=O)CCOc3ccccc3)CC2)o1	0
COc1ccc(S(=O)(=O)NCCOc2ccccc2)cc1F	-3
CNc1ccncc1S(=O)(=O)NC	-1
O=C(Nc1ccc(O)cc1C(=O)O)c1ccc2c(c1)C(=O)N(Cc1ccco1)C2=O	1

# Laid out differently: entries from further up.
> O=C(NCc1cccc(C(F)(F)F)c1)c1cccc(S(=O)(=O)N2CCN(Cc3ccccc3)CC2)c1
  dFosB activator = -12 | NSD2 inh = 8 | SUMO Mot1 rescue = 18 | C-LANA FP = -0.4 | RTF Ca sens inh = 0 | cardiac RTF act = -4 | Keap1 Nrf2 FP = -6 | PvdQ inh = 1 | Rtt109 HAT inh = 7 | PfHsp90 set2 = 13 | CDK5 p35 inh = -0.6

> COCC(COS(N)(=O)=O)Cc1ccccc1 (centres undefined)
  dFosB activator = -8 | NSD2 inh = / | SUMO Mot1 rescue = 4 | C-LANA FP = -3.0 | RTF Ca sens inh = 7 | cardiac RTF act = 8 | Keap1 Nrf2 FP = 4 | PvdQ inh = -13 | Rtt109 HAT inh = -1 | PfHsp90 set2 = -3 | CDK5 p35 inh = -2.5

> CCOC(=O)CSCc1csc(CC(=O)Nc2ccccc2C)n1
  dFosB activator = -8 | NSD2 inh = 0 | SUMO Mot1 rescue = 198 | C-LANA FP = 0.0 | RTF Ca sens inh = -13 | cardiac RTF act = -1 | Keap1 Nrf2 FP = 0 | PvdQ inh = -4 | Rtt109 HAT inh = 13 | PfHsp90 set2 = -7 | CDK5 p35 inh = 0.1

# The list continues.
SMILES,dFosB activator,NSD2 inh,SUMO Mot1 rescue,C-LANA FP,RTF Ca sens inh,cardiac RTF act,Keap1 Nrf2 FP,PvdQ inh,Rtt109 HAT inh,PfHsp90 set2,CDK5 p35 inh
CC1(C)CC(=O)c2sc(N)nc2C1,3,-1,-6,-0.3,-2,4,-7,-10,-1,-23,-0.4
COc1ccccc1-c1csc(NC(=O)c2cc(-c3cccs3)nc3ccccc23)n1,-8,0,24,2.5,-10,9,-4,-10,11,-1,-1.2
NC(=O)NC(=O)COC(=O)c1cccnc1Nc1ccccc1F,-1,11,-8,-1.7,-9,7,-1,-4,7,-35,-1.8
CCCNC(=O)Nc1cc(OCC)c(N2CCOCC2)cc1OCC,-3,/,-7,0.7,7,-9,-4,-3,1,-28,1.0
Cc1onc(-c2ccccc2)c1C(=O)c1ccccc1,4,-3,2,-0.2,-3,-2,-4,-3,-19,-1,-1.0
CCN1CCN(S(=O)(=O)c2ccc(Cl)c(C(=O)N(CC(C)C)C3CCS(=O)(=O)C3)c2)CC1 (centres undefined),-5,-1,/,-1.8,-8,5,-3,-5,-10,-29,-3.5
COc1ccc(N=Cc2c(C)[nH][nH]c2=O)cc1,-3,3,11,1.0,3,1,1,0,7,/,2.6
O=C(OC1C2CCC1C1CN(CCc3ccccc3)CC12)c1ccccc1 (centres undefined),-4,3,-24,-2.3,-3,-5,0,-19,2,4,0.7
CON(C)C(=O)CC(CN(Cc1ccccc1)C(=O)OC(C)(C)C)c1ccc(Cl)cc1 (centres undefined),-9,/,-9,-0.7,-7,-1,3,3,-4,-1,-2.0
Cc1ccc(C)c(C(=O)OCC(=O)Nc2cccc(S(=O)(=O)N3CCCCC3)c2)c1,-6,0,-3,0.5,4,-1,0,-10,-4,-4,0.6
Cc1c(Cl)cccc1NC(=O)Nc1ccn(C)n1,4,-1,6,0.8,0,0,-1,-9,6,0,-1.5
CC(C)=C1CCC(C)CC1=NNC(N)=S (centres undefined),-7,2,/,0.3,-5,1,-3,-2,4,5,-0.2
O=C(NNC(=O)c1ccc(F)c(S(=O)(=O)N2CCOCC2)c1)c1ccc(Br)cc1,0,0,3,-2.4,-11,-1,-6,-14,7,/,0.6
CCOc1cc(Cl)c(CNCCCN2CCOCC2)cc1OC,-2,-1,-17,-1.7,-2,-7,-5,-5,2,-1,-0.1
COc1ccc(CCNC(=O)Cc2cc(OC)c(OC)cc2[N+](=O)[O-])cc1OC,0,-1,5,-0.5,-1,-1,-6,-12,1,-34,-1.2
O=C(NC1CCCc2c1cnn2-c1cc(F)cc(F)c1)c1cc[n+]([O-])cc1 (centres undefined),-5,-1,-8,-1.7,-5,-1,-5,-14,-13,-31,-0.5
CSc1ccccc1C(=O)NCCSC(C)(C)C,0,0,106,-0.1,-3,0,-6,-9,6,-20,0.6
Cc1ccc(S(=O)(=O)N2CCN(S(=O)(=O)c3ccc(C)cc3)C2c2ccccc2)cc1,2,-4,-7,-0.2,4,-5,-6,0,8,4,-0.1
CC(C)(C)c1ccc(S(=O)(=O)N2CCN(C(=O)C3=COCCO3)CC2)cc1,-11,2,-16,0.1,-7,4,-4,-9,-1,-9,-2.0
Cn1cccc1C1CCCN1CC(=O)Nc1ccc(F)c(F)c1F (centres undefined),-5,4,-10,-1.1,3,0,-5,-3,8,6,-0.4
CC1CCN(C(=O)c2[nH]cnc2C(=O)Nc2ccon2)CC1,2,/,5,-0.9,-11,8,-1,-10,-4,3,0.2
N=c1n(Cc2ccc(Cl)cc2)c2ccccc2n1CC(O)c1ccco1 (centres undefined),2,3,/,-1.3,-17,13,0,-6,1,-23,-1.3
O=C(CSc1cccc2cccc(Cl)c12)NC1=NCCS1,-1,-6,39,0.4,-4,-1,-4,-10,-25,-1,-0.6
COc1ccc(C(C(=O)NC2CCCCC2)N(C(=O)Cc2c[nH]c3ccccc23)c2ccccc2)cc1OC (centres undefined),-8,0,3,-0.3,2,14,-3,-7,4,22,2.5
COc1ccc(NC(=O)Cn2nnc(C(=O)NCc3ccc(C)cc3)c2N)cc1OC,7,-2,-5,1.8,-1,-2,0,-2,10,-22,-0.1
CN1CCC(N(C)C(=O)CNC(=O)c2ccc(C(C)(C)C)cc2)CC1,-8,2,-6,-0.5,-9,-1,1,-6,3,16,-1.3
Cc1nn(C(C)C(=O)NCCc2cccs2)c(=O)c2nn(-c3ccccc3)c(C)c12 (centres undefined),-8,0,-15,-0.2,-7,2,2,-6,-2,-1,0.9
CC(=O)N1CCN(S(=O)(=O)c2cccc(C(=O)NC3CC3)c2)CC1,8,0,37,-0.2,-9,-5,-6,0,-6,-1,-0.5
COCCn1cnc2c1c(=O)n(CC(=O)NN)c(=O)n2Cc1ccccc1,1,-1,6,1.2,0,2,3,-8,-1,4,-1.0
Cc1cccc(N(C(=O)CNC(=O)c2ccco2)C(C(=O)NC2CCCC2)c2ccncc2)c1 (centres undefined),-9,/,213,1.4,-5,-2,1,-9,-3,4,0.5
O=C(COc1ccccc1)Nc1ccc(S(=O)(=O)Nc2ccccn2)cc1,-4,7,-4,0.0,-5,14,-2,-6,0,-4,-2.4
O=C(CCc1ccccc1)N1CCN(c2ccccc2F)CC1,-8,-12,793*,1.2,-4,-1,-1,-9,-4,4,1.2

# Bioassay records from PubChem.
